PI4K2A block: blocks human PI4K2A kinase activity | Q9BTU6 | purified PI4K2A, ADP-Glo luminescence, 1 h; hits give low values | activity change, negative = inhibition, % at 76.9 µM | 420,000 compounds, 0.13% hits | AID 1346378; in the data active = activity change below about -50%; inconclusive = mostly about -30% to -49%;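 also: -100% = wells without enzyme as full effect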
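Compounds are screened against recombinant PI4K2A using PI as substrate and ATP, the latter dispensed at 300 microM. Reactions run one hour at ambient temperature before ADP-Glo detection; full inhibition defined by wells lacking enzyme.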
HP1b binding inh: inhibitors of HP1-beta chromodomain binding to methylated histone tails; P83916; AlphaScreen HP1-beta / biotin-H3K9me3 peptide binding; Potency, µM (doses to about 114 µM), for inactives: at the highest dose activity change, negative = inhibition, usual class: inhibitors; 390,000 compounds, 0.56% hits; AID 540317; also: potency is read from the fitted curve at half-maximal effect; nearly all actives have a fitted effect of over 70% in size; inactives centre near 23
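Compound inhibition of the preformed complex between 50 nM HP1-beta and 50 nM biotinylated H3K9me3 peptide was read by AlphaScreen. Buffer was PBS pH 7.4 with 0.01% Tween-20. Incubations ran 30 min at room temperature, with 10 ug/mL donor/acceptor beads.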
GLS inhibitor: glutaminase GLS (human) inhibition; O94925; GLS enzymatic activity, qHTS titration; Potency, µM (titrated, usually from 45.5 µM), for the others: at the top dose activity change, negative = inhibition, most hits filed as inhibitors; 410,000 compounds, 0.21% hits; AID 624170; also: potency is read from the fitted curve at half-maximal effect; % is scaled to controls: 0 for no effect and ±100 for the full control effect
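hKGA in 45 mM KH2PO4 (pH 8.2), 0.02% Tween-20 with compound, then 1mM L-Glutamine (stock as added) plus glutamate oxidase/HRP/Amplex red coupling mix. Fluorescence read initially and after 30 min at RT; signal change reflects glutamate formation.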
TrxR1 substrate: substrates of rat thioredoxin reductase 1; purified TrxR1 substrate turnover, NADPH consumption readout; Potency, µM (highest dose often 114 µM), without a hit: top-dose activity change, negative = substrate turnover; 390,000 compounds, 0.01% hits; also: potency is read from the fitted curve at half-maximal effect; % is scaled to controls: 0 for no effect and ±100 for the full control effect; nearly all actives have a fitted effect of over 50% in size
Target sequence (O89049 whole entry, looked up): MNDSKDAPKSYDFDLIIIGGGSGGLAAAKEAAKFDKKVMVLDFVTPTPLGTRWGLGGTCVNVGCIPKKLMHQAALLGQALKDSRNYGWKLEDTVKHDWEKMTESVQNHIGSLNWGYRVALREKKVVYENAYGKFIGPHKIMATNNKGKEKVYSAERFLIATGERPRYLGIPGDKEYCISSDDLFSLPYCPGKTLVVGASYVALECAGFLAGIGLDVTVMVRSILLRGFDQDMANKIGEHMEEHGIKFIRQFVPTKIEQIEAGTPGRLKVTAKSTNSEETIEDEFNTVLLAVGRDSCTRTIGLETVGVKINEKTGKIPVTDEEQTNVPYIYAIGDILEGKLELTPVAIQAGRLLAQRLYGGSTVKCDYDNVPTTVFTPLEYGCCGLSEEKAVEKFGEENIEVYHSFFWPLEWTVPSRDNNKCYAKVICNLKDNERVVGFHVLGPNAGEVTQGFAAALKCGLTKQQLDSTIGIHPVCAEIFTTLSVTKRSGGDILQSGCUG
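Rat TrxR1, dispensed at 90 nM, was prereduced with 400 uM NADPH (final) for 5 min at ~22 deg C, then incubated with compound 15 min before 400 uM selenite. A first-read NADPH fluorescence drop versus no-compound background flagged substrates.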
mIDH1 inhibitor: blocks human mutant IDH1 R132H enzyme | O75874 | IDH1-R132H enzyme, NADPH consumption, diaphorase/resazurin fluorescence | Potency, µM (series often up to 76.6 µM), for the others: top-dose activity change, negative = inhibition, hits mostly inhibitors | 390,000 compounds, 0.093% hits | AID 602179; also: potency is read from the fitted curve at half-maximal effect; % is scaled to controls: 0 for no effect and ±100 for the full control effect; nearly all actives have a fitted effect of over 65% in size
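IDH1-R132H (0.5 ug/mL) preincubated 30 min with compound, then NADPH (0.016 mM) and alpha-KG (2 mM) added; 80 min at RT, pH 7.5. Remaining NADPH coupled via diaphorase/resazurin to fluorescence (540/590 nm); concentration-response curves normalized to no-enzyme control.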
PGK inhibitor: T. brucei PGK inhibition; P07378; PGK/GAPDH coupled, Kinase-Glo luminescence, 60 min; Potency, µM (series often up to 57.5 µM), for inactives: at the top dose activity change, negative = inhibition, actives largely listed as inhibitors; 380,000 compounds, 0.043% hits; also: potency is read from the fitted curve at half-maximal effect; % is scaled to controls: 0 for no effect and ±100 for the full control effect; nearly all actives have a fitted effect of over 60% in size
Target sequence (P07378 whole entry, looked up): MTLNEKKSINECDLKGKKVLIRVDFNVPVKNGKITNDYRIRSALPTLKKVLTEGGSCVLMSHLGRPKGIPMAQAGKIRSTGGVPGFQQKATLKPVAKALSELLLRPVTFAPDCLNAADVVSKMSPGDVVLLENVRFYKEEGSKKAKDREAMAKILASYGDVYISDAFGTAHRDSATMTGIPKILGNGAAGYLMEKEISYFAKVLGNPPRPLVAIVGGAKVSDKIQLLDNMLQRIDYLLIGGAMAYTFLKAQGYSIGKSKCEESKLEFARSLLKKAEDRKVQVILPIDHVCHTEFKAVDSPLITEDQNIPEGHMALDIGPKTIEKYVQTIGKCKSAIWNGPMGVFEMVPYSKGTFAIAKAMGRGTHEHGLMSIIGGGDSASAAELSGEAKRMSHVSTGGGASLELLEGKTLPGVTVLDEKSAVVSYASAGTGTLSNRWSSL
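Luminescent ATP detection (Kinase-Glo Plus) follows a 60-minute room-temperature incubation, with wells lacking PGK as controls. Buffer: 100 mM TEA (pH 7.6), 5 mM MgCl2, 0.01% Tween-20. Coupling enzyme GAPDH (100 nM final) supplies unstable 1,3-BPG in-well.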
rTrxR1 inhibitor: inhibitors of rat thioredoxin reductase 1 | recombinant rTrxR1, NADPH fluorescence consumption, selenite substrate | Potency, µM (doses to about 114 µM), for the others: top-dose activity change, negative = inhibition, actives largely listed as inhibitors | O89049 | 390,000 compounds, 1% hits | AID 588453; also: potency is read from the fitted curve at half-maximal effect; % is scaled to controls: 0 for no effect and ±100 for the full control effect; nearly all actives have a fitted effect of over 65% in size
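Rat TrxR1 (90 nM in the dispensed reagent) was pre-reduced with 400 uM NADPH for 5 min at room temperature, then incubated with compound for 15 min. After 400 uM selenite was added, NADPH fluorescence (Ex 340/Em 450 nm) was followed for 8 min.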
USP1 inh: blocks the human USP1/UAF1 deubiquitinase complex; recombinant USP1/UAF1, Ub-Rhodamine cleavage fluorescence; Potency, µM (doses to about 57.1 µM), inactives show top-dose activity change, negative = inhibition, usual class: inhibitors; 390,000 compounds, 0.23% hits; AID 743255; also: potency is read from the fitted curve at half-maximal effect; % is scaled to controls: 0 for no effect and ±100 for the full control effect; nearly all actives have a fitted effect of over 60% in size; inactives centre near -12
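USP1/UAF1 complex at 1 nM was preincubated with compound for 15 min at room temperature, then Ub-Rho substrate (150nM final) was added. Fluorescence (480/540 nm) was read kinetically, 6 reads every 60 seconds.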
Pin1 inhibitor: inhibitors of human Pin1; Pin1 FP peptide displacement, HiFluor488, 10 min; Potency, µM (doses to about 115 µM), for the others: at the highest dose activity, negative = inhibition, most hits filed as inhibitors; 390,000 compounds, 0.009% hits; active = well fitted inhibition curve with a large enough effect in the polarisation, with a control signal flat, not every such curve was filed as active; inconclusive = small, poorly fitted or top-dose-only effect, or effect the other way, or a change in a side signal; inactive = no such curve, though single readings can be large or run the other way; the % refers to the polarisation; also: potency is read from the fitted curve at half-maximal effect; % is scaled to controls: 0 for no effect and ±100 for the full control effect
Target sequence (Q13526 whole entry, looked up): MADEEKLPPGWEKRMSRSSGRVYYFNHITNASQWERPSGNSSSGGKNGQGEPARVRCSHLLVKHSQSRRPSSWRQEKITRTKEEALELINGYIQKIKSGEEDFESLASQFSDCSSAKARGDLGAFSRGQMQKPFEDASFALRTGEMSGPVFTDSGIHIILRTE
Numbers without * were called inactive; i = inactive; ? = inconclusive; nt = no result given; [ ] = remark or other dose. Unless noted, calls follow the shape of the dose curve; as a rule, active = well fitted curve in the direction sought with a large enough effect; inconclusive = small, poorly fitted or top-dose-only effect, or another doubt; inactive = no such curve, though single readings can be large; an effect the other way counts as inactive or inconclusive. Only part of the results is shown; rates above refer to the full screens.

| Compound | PI4K2A block | HP1b binding inh | GLS inhibitor | TrxR1 substrate | mIDH1 inhibitor | PGK inhibitor | rTrxR1 inhibitor | USP1 inh | Pin1 inhibitor |
| --- | --- | --- | --- | --- | --- | --- | --- | --- | --- |
| CC(C)C[C@@H](CN1CCCC1CN1C(=S)NC[C@@H]1Cc1ccc(O)cc1)N1C[C@H](Cc2ccccc2)N(CCc2ccccc2)C1=S (some centres not stated) | 1.4 | 28.2% | 9.5% | 0.0% | 0.5% | 3.8% | 15.9% | -6.0% | ? |
| COc1ccc(CNC(=O)c2ccc(-c3nc(CSc4ccc(C)cc4)c(C)o3)cc2)cc1OC | 1.9 | 39.5% | 0.2% | 26.0% | -18.1% | -4.9% | 6.0% | -18.4% | -2.2% |
| CCc1c(O)nc(SCC(=O)Nc2ccc(Cl)cc2)n(-c2ccccc2)c1=O | -1.3 | nt | 0.7% | nt | -5.5% | 3.9% | nt | -7.6% | nt |
| CC(Nc1cc(N2CCCC2)ccc1[N+](=O)[O-])c1ccccc1 (configuration not stated) | -7.5 | ? | 9.8% | 8.5%[57.1 µM] | 3.8% | -12.7% | 15.5%[57.1 µM] | -26.6% | -2.1% |
| COc1ccccc1NCC(=O)NNC(C)C(=O)Nc1cccc(Cl)c1 (configuration not stated) | -3.9 | 19.1% | -0.3% | -3.9% | 14.2% | -5.2% | 12.0% | -7.3% | 0.6% |
| COc1cccc(COC(=O)C2CCN(S(=O)(=O)c3ccc(C)cc3C)CC2)c1OC | 5.8 | 41.0% | -7.5% | 4.3% | 5.1% | -3.2% | 12.8% | -11.3% | 2.5% |
| CC(C)[C@H](Nc1nc(-c2ccccc2)nc2c1oc1ccccc12)C(=O)O | -5.5 | 20.2% | 15.1% | 5.5%[57.1 µM] | -2.0% | -1.0% | -0.8%[57.1 µM] | -33.5% | -3.9% |
| CCOc1cc(/C=C2/C(=N)N3C(=NC2=O)SN=C3S(=O)(=O)C(C)C)ccc1OC(=O)c1ccco1 | -10.8 | -5.2% | 23.0% | -11.6% | 2.5% | -12.6% | ? | ? | 24.1% |
| CN(C)CCNC(=O)Cc1ccc([N+](=O)[O-])cc1 | 1.4 | 13.3% | 5.9% | -9.4% | -1.0% | 9.5% | -10.9% | -18.8% | -2.6% |
| COc1ccc(-c2csc(NC(=O)c3ccccc3OC)c2C(=O)O)cc1OC | 2.7 | 45.3%[activator] | 7.5% | 1.6% | 12.6% | 4.3% | 14.0% | -20.3% | 3.3% |
| Nc1nc(SCC(=O)NCc2ccccc2)n[nH]1 | 7.8 | 41.0%[activator] | 9.8% | -1.6% | -1.3% | 1.5% | -6.9% | -9.9% | -3.1% |
| COc1ccc(NS(=O)(=O)c2ccc(Cl)c(NC(=O)c3ccccc3F)c2)cc1 | -0.9 | 17.7% | 8.6% | 1.4% | 2.1% | 2.3% | 10.0% | -16.9% | -1.6% |
| Cc1cccc(C)c1NC1=NCCCCC1 | 2.4 | 10.3% | -6.6% | -4.5%[57.1 µM] | 2.0% | -7.4% | 5.9%[57.1 µM] | -16.1% | 10.1% |
| Cc1ccc(-c2cc(C(F)F)nc(NCc3cccnc3)n2)cc1 | -6.6 | 34.6%[activator] | 10.4% | 15.5%[57.1 µM] | -1.4% | -1.3% | 24.5%[57.1 µM] | -13.0% | 8.9% |
| CC(=O)NN1C(=O)/C(=C\c2ccccc2)SC1=S | -5.3 | 25.3% | -0.6% | -3.8%[57.1 µM] | 8.4% | -6.1% | -9.5%[57.1 µM] | -11.3% | 5.3% |
| CCc1ccc(C(=O)Nn2cnc3ccccc3c2=O)cc1 | -6.6 | -9.0% | -10.6% | 0.2% | 21.7% | -4.0% | 13.1% | 0.8% | -9.6% |
| Cc1c(NC(=S)N/N=C/c2ccc(N(C)C)cc2)c(=O)n(-c2ccccc2)n1C | -1.6 | -27.8% | 19.1% | 140.6%[activator] | 2.6% | i | ? | -7.4% | 0.0% |
| CCc1ccc(NC(=O)c2cc(C(C)=O)n3ccccc23)cc1 | -1.5 | 62.5%[activator] | -1.0% | 5.4%[57.1 µM] | 2.8% | -4.0% | 22.1%[57.1 µM] | -25.0% | 1.4% |
| C[C@H](NC(=O)OC(C)(C)C)C(=O)N/N=C/c1ccc2nccnc2c1 | -0.5 | 31.5% | 1.4% | -1.5% | 2.6% | -5.1% | 14.3% | -24.8% | -4.3% |
| O=C(O)c1ccc(CNc2ccccc2C(=O)O)cc1 | -3.1 | 7.6% | 62.8%[activator] | 44.6%[activator][57.1 µM] | -6.2% | -9.5% | -1.2%[57.1 µM] | 3.6% | -9.8% |
| CN(C(=O)CSc1nnc(C(F)(F)F)n1C)c1c(N)n(Cc2ccccc2)c(=O)[nH]c1=O | -3.7 | nt | 3.3% | nt | -2.7% | -5.3% | nt | 4.5% | nt |
| CCOc1ccc(NC(=O)CC2C(=O)N(c3ccccc3)C(=O)N2Cc2ccc3c(c2)OCO3)cc1 (configuration not stated) | 3.5 | 9.1% | -1.2% | 0.1% | 0.0% | -3.9% | 15.4% | -26.0% | -3.5% |
| COc1ccc(-n2ncc(C(=O)NCCCN3CCCCC3)c2C2CCN(C(=O)OC(C)(C)C)CC2)cc1 | 1.2 | 24.6% | -3.0% | -1.5% | -6.9% | 1.7% | 13.2% | -4.3% | -0.5% |
| CCOc1ccccc1C(=O)NCc1ccc2c(c1)CCN2C(=O)c1ccc(F)cc1 | -1.6 | 18.3% | 2.6% | 4.5%[57.1 µM] | -5.5% | -4.7% | 16.3%[57.1 µM] | -14.2% | 13.9% |
| O=C(Nc1ccc2oc(-c3ccccc3)nc2c1)c1cccs1 | 3.9 | -2.5% | 11.4% | 19.8%[57.1 µM] | 0.2% | i | 16.0%[57.1 µM] | -13.1% | 59.2%[activator] |

Next section, starting with the last two of the part before.
| Compound | PI4K2A block | HP1b binding inh | GLS inhibitor | TrxR1 substrate | mIDH1 inhibitor | PGK inhibitor | rTrxR1 inhibitor | USP1 inh | Pin1 inhibitor |
| --- | --- | --- | --- | --- | --- | --- | --- | --- | --- |
| CCOc1ccccc1C(=O)NCc1ccc2c(c1)CCN2C(=O)c1ccc(F)cc1 | -1.6 | 18.3% | 2.6% | 4.5%[57.1 µM] | -5.5% | -4.7% | 16.3%[57.1 µM] | -14.2% | 13.9% |
| O=C(Nc1ccc2oc(-c3ccccc3)nc2c1)c1cccs1 | 3.9 | -2.5% | 11.4% | 19.8%[57.1 µM] | 0.2% | i | 16.0%[57.1 µM] | -13.1% | 59.2%[activator] |
| CCOc1ccc(N(CC(=O)Nc2ccccc2C(=O)N2CCOCC2)S(=O)(=O)c2ccc(F)cc2)cc1 | 1.6 | 28.0% | -1.3% | -9.1% | 2.5% | -6.9% | -8.7% | -16.4% | 0.5% |
| CCCc1nc(SC)ncc1C(=O)N1CCN(c2ccc(Cl)cc2)CC1 | -5.7 | 9.9% | 5.3% | 1.8% | 26.8% | i | 0.2% | -15.2% | 3.3% |
| O=C(CC(c1ccco1)S(=O)(=O)c1ccccc1)c1ccccc1 (configuration not stated) | 0.3 | 39.6%[activator] | -1.0% | -13.3%[57.1 µM] | 6.0% | -6.4% | -40.1% | -11.6% | 20.9% |
| CC(C)CN(C(=O)CSc1nncn1C)C1CCS(=O)(=O)C1 (configuration not stated) | 1.4 | 16.5% | 7.0% | -13.4% | 3.9% | 0.3% | -7.3% | 2.4% | -3.4% |
| CCOC(=O)c1c(C(=O)OCC)c(C)n(CCc2ccc(OC)c(OC)c2)c1C | -1.7 | 10.7% | 1.9% | -3.8% | -6.3% | -9.7% | 7.6% | -12.3% | ? |
| CC(Sc1nc2cc([N+](=O)[O-])ccc2n1-c1ccc(F)cc1)C(=O)NCc1ccc2c(c1)OCO2 (configuration not stated) | -2.2 | -12.9% | 18.1% | -11.6% | 1.2% | 6.1% | -11.4% | -21.4% | -2.3% |
| N#Cc1ccccc1NC(=O)COc1c(Br)cc(Br)c2cccnc12 | 0.4 | 34.5% | -6.1% | 0.3% | 16.2% | i | 8.9% | -26.1% | -22.7% |
| CCOC(=O)C1(CC2CCCCO2)CCN(C(=O)Nc2ccc(C)c(C)c2)CC1 (configuration not stated) | -0.2 | -9.4% | 0.4% | 8.1% | 2.8% | 0.4% | 18.7%[57.1 µM] | -16.8% | 12.0% |
| COc1cc(N)c(Cl)cc1C(=O)OCC(=O)NC1CCCC1 | 8.0 | -15.6% | 3.0% | 3.5% | 16.2% | -9.6% | 16.0% | -30.1% | -2.2% |
| COc1ccccc1CNC(=O)CCSCc1cccc(Cl)c1 | 5.8 | 23.9% | -4.5% | -4.5% | -6.1% | -7.7% | 16.1%[11.4 µM] | -9.9% | 4.6% |
| COc1ccc(CCn2c3c(c(=O)[nH]c2=S)CN(C(C)C)CN3)cc1OC | nt | 3.7% | nt | -11.2% | nt | nt | ? | nt | 3.1% |
| CCC1=Nc2cc(C(=O)NCCCOC)ccc2Sc2ccccc21 | 4.6 | 34.9% | 0.9% | -8.1%[57.1 µM] | 5.0% | i | 9.3%[57.1 µM] | -13.3% | 5.0% |

Screening data deposited in PubChem by National Center for Advancing Translational Sciences (NCATS).
